Assay outcomes as filed in PubChem BioAssay.
PAFAH1B2 inh: PAFAH1B2 enzyme inhibitors, primary screen, biochemical, fluorescence polarization, human; recombinant PAFAH1B2, FP-rhodamine activity probe; 340,000 compounds, 1.2% hits; inhibition, % at 3.39 µM; Platelet-activating factor acetylhydrolase IB subunit alpha2 (Homo sapiens), P68402;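 active means inhibition above the mean of all tested compounds plus 3 SD, cut at about 24% in these data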;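 further: 0% = enzyme with DMSO and 100% = wells lacking PAFAH1B2; many of its hits are not listed in these tables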
pPAFAH inh: pPAFAH enzyme inhibitors, primary screen, biochemical, fluorescence polarization, human | Platelet-activating factor acetylhydrolase (Homo sapiens), Q13093 | recombinant pPAFAH, FP-rhodamine probe fluorescence polarization | inhibition, % at 3.39 µM | 330,000 compounds, 1.5% hits | AID 463082, 2010;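 active means inhibition above the mean inhibition across the screen plus 3 SD, cut at about 25% in these data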;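 further: inhibitors block binding of the rhodamine activity-based probe so polarization drops; 0% = enzyme with DMSO and 100% = wells lacking pPAFAH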
LYPLA1 inh: LYPLA1 inhibitors, primary screen, counter-screen for PME1 inhibitor project, biochemical, fluorescence polarization, FP-Rh probe ABPP; inhibition, % at 5.9 µM; recombinant LYPLA1; 320,000 compounds, 0.16% hits; AID 2174, 2009;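 active means inhibition above the mean of all tested compounds plus 3 SD, set per campaign, cut at about 14% in these data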;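 further: inhibitors block serine hydrolase probe labeling of LYPLA1 so polarization falls; 0% = enzyme with DMSO and 100% = wells lacking LYPLA1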
PAFAH1B3 FP inh: PAFAH1B3 enzyme inhibitors, primary screen, biochemical, fluorescence polarization, human. Platelet-activating factor acetylhydrolase IB subunit alpha1 (Homo sapiens), Q15102. 340,000 compounds, 0.28% hits. recombinant PAFAH1B3, FP-rhodamine probe. inhibition, % at 3.39 µM;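 active means inhibition above the screen-wide average of all tested compounds plus 3 SD, cut at about 25% in these data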;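 further: 0% = enzyme with DMSO only and 100% = wells lacking PAFAH1B3 protein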
GSTO1 inh: inhibitors of recombinant GSTO1, primary screen, counter-screen for RBBP9 inhibitor project, biochemical, fluorescence polarization | Glutathione S-transferase omega-1 (Homo sapiens), P78417 | inhibition, % at 5.96 µM | 300,000 compounds, 1.1% hits | activity-based probe fluorescence polarization;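 active means inhibition above the campaign mean inhibition plus 3 SD, cut at about 35% in these data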;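 further: 0% = GSTO1-1 with DMSO and 100% = wells lacking GSTO1-1 enzyme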
Target sequence (P78417 whole entry, looked up): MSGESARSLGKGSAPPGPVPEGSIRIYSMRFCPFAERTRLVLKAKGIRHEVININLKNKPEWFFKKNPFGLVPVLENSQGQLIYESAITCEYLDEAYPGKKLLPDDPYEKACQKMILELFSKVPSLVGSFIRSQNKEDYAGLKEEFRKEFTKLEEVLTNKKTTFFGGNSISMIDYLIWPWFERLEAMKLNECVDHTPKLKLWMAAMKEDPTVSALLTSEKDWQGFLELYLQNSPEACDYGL
LYPLA2 counter: LYPLA2 inhibitors, primary screen, counter-screen for PME1 inhibitor project, biochemical, fluorescence polarization, FP-Rh probe ABPP | 320,000 compounds, 0.38% hits | inhibition, % at 5.9 µM | recombinant LYPLA2 | AID 2177, 2009;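 active means inhibition above the screen-wide mean plus 3 SD, limit set per campaign, cut at about 26% in these data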;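 further: 0% = LYPLA2 with DMSO and 100% = wells lacking LYPLA2 enzyme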
PREPL inhibitor: PREPL enzyme inhibitors, primary screen, biochemical, fluorescence polarization. recombinant PREPL, fluorescence polarization activity-based probe. 320,000 compounds, 0.68% hits. AID 2751, 2010. inhibition, % at 5.96 µM. Prolyl endopeptidase-like (Homo sapiens), Q4J6C6; in the data active means inhibition above about 43%;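 further: 0% = enzyme with DMSO and 100% = wells lacking enzyme; many of its hits are not listed in these tables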
PAD4 FP inh: human PAD4 inhibitors, primary screen, biochemical, fluorescence polarization, 1536-well format; Protein-arginine deiminase type-4 (Homo sapiens), Q9UM07; recombinant PAD4, RCA probe fluorescence polarization; inhibition, % at 6.36 µM; 330,000 compounds, 0.41% hits; AID 485272, 2010;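 active means percent inhibition above a cutoff equal to the mean of all tested compounds plus 3 SD, cut at about 15% in these data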;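 further: 0% = PAD4 with RCA probe and DMSO and 100% = probe without PAD4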
Target sequence (Q9UM07 whole entry, looked up): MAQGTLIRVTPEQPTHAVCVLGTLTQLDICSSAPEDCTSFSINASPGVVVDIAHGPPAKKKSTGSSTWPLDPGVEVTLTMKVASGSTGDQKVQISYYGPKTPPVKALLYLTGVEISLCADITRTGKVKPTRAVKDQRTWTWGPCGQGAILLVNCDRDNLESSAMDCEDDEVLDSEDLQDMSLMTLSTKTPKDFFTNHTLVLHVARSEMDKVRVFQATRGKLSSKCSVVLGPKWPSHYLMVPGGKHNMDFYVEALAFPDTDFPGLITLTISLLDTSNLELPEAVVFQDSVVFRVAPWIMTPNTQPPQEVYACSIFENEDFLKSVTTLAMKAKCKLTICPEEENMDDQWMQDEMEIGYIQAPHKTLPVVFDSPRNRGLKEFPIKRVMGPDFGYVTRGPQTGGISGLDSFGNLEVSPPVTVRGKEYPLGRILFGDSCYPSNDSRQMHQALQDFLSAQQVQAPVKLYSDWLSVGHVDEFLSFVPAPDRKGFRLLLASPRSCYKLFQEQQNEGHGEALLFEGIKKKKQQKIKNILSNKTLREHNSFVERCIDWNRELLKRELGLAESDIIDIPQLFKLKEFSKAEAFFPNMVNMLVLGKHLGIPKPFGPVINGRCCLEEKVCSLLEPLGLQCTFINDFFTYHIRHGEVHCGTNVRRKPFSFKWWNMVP
PME-1 primary: PME-1 inhibitors via competitive probe labeling, primary screen, biochemical, fluorescence polarization, FP-Rh probe, HTS. Protein phosphatase methylesterase 1 (Homo sapiens), Q9Y570. recombinant PME-1. inhibition, % at 5.9 µM. 320,000 compounds, 0.53% hits;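 active means inhibition above the campaign mean of all compounds plus 3 SD, cut at about 26% in these data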;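 further: competitive labeling of PME-1 active site by serine hydrolase directed probe; 0% = PME-1 with DMSO and 100% = wells lacking PME-1 enzyme; inhibitors block probe labeling so polarization falls and inhibition rises; many of its hits are not listed in these tables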
Numbers without * were called inactive; · = not tested or not shown. An excerpt. The share of hits here may be higher or lower than overall.

1: CCCC(=O)Nc1ccccc1N1CCN(C(=O)C(C)C)CC1
2: O=C1COc2ccc(C(=O)c3ccccc3)cc2CN1
3: CCCCn1c(=O)cc(C)n(-c2ccccc2)c1=O
4: COc1ccc(-n2c(O)c(/C=N/NS(=O)(=O)c3cc(C)ccc3C)c3ccccc3c2=O)cc1OC
5: COc1ccc(S(=O)(=O)NCC(=O)N(Cc2ccco2)C(C(=O)NC(C)(C)C)C(C)C)cc1 (centres undefined)
6: CCOC(=O)c1nn(-c2ccc(C)cc2)c(=O)c2c(N)scc12
7: COCCn1c(-c2ccc(Br)cc2)csc1=Nc1cccnc1
8: NS(=O)(=O)c1cccc(NC(=O)COC(=O)CCC(=O)c2cccs2)c1
assay / compound,1,2,3,4,5,6,7,8
PAFAH1B2 inh,3,-1,1,-34,4,2,4,5
pPAFAH inh,-6,8,-3,-8,-2,7,4,1
LYPLA1 inh,-3,-1,1,-35,5,-5,3,·
PAFAH1B3 FP inh,3,-2,2,-36,0,4,7,0
GSTO1 inh,-2,-1,11,-51,2,28,-13,·
LYPLA2 counter,-5,2,-1,-53,-3,3,-2,·
PREPL inhibitor,-8,3,-2,-23,-4,27,48*,9
PAD4 FP inh,-7,2,-2,-44,3,-10,-5,-2
PME-1 primary,-4,-5,-2,-58,-3,4,-7,·

9: Cn1c(SCc2ccccc2)nnc1-c1ccncc1
10: CCC(=O)Nc1cc2c(C)cc(=O)oc2cc1C
11: C=CCn1c(COc2ccc(F)cc2)nnc1SCC(=O)NC(=O)NCc1ccco1
12: CCN1CCN(c2nc3ccccn3c(=O)c2/C=C(\C#N)S(=O)(=O)c2ccccc2)CC1
13: Oc1ccccc1CNCCCN1CCOCC1
14: COc1ccc(CCN2CC(C#N)=C3c4cc(OC)c(OC)cc4CCN3C2)cc1OC
15: O=C(CCC(=O)c1cccs1)Nc1ccc(F)c(F)c1F
16: CCC1CCC(c2nnc(-c3ccc(Br)cc3)o2)CC1 (centres undefined)
assay / compound,9,10,11,12,13,14,15,16
PAFAH1B2 inh,-2,-6,4,-2,0,0,-1,0
pPAFAH inh,1,1,22,3,0,5,9,4
LYPLA1 inh,-3,-1,0,0,1,-1,-2,-2
PAFAH1B3 FP inh,7,-4,2,3,5,7,8,3
GSTO1 inh,11,2,3,3,3,3,1,3
LYPLA2 counter,0,9,6,2,-1,3,-6,4
PREPL inhibitor,21,7,-23,3,-9,4,1,-4
PAD4 FP inh,-1,0,-2,8,-2,2,0,-1
PME-1 primary,-7,-4,-3,-4,0,8,1,6

17: CCOC(=O)/C(C#N)=C/c1c(Oc2cccc(C)c2)nc2ccccn2c1=O
18: OC(Cn1cncn1)(c1ccccc1)c1ccccc1
19: Cc1cccc(NC(=O)c2ccc(N(C)C3CCCCC3)c([N+](=O)[O-])c2)n1
20: O=C(O)CC1(CC(=O)N2CCC(C(=O)O)CC2)CCCC1
21: COCCn1c(SCC(=O)Nc2nnc(C)s2)nnc1-c1ccco1
22: O=C(CCN1CCN(c2ccccc2)CC1)Nc1ccccc1
23: COc1ccc(CC(=O)Nc2ccc(-c3cn4ccccc4n3)cc2)cc1
24: O=C(CN1CCN(c2ccccc2)CC1)Nc1ccc(F)cc1
assay / compound,17,18,19,20,21,22,23,24
PAFAH1B2 inh,3,7,1,3,2,-1,2,2
pPAFAH inh,3,6,-4,2,3,1,1,2
LYPLA1 inh,0,6,-4,-3,0,-1,-4,-1
PAFAH1B3 FP inh,11,10,6,8,5,10,3,2
GSTO1 inh,3,-1,-2,1,0,8,3,14
LYPLA2 counter,1,2,-9,-2,2,6,4,8
PREPL inhibitor,11,7,11,-2,-3,16,11,12
PAD4 FP inh,2,-5,3,0,-2,-1,-2,-2
PME-1 primary,-9,-3,4,-4,-7,2,-4,4

25: O=C(Nc1nnc(CC(=O)N2CCOCC2)s1)C1COc2ccccc2O1 (centres undefined)
26: Cc1occc1C(=O)NCCCc1ccccc1
27: COc1ccc(CCc2nnc(CCC(=O)NCCc3ncccc3C)o2)cc1
28: Cc1ccc(C(=O)N2CCC3(CC2)Oc2ccc(Cl)cc2C(=O)C32CC(c3ccc(Cl)cc3)=NO2)s1 (centres undefined)
29: COc1ccc(F)cc1C(=O)C1CCCN(C(=O)Cc2c(C)noc2C)C1 (centres undefined)
30: COc1cc(NC(=O)CN(C)S(=O)(=O)c2ccc3c(c2)CCC(=O)N3)cc(OC)c1
31: Cc1cc(=S)c2cccc(C)c2[nH]1
32: COc1c(Cl)cc(Br)c(OC)c1C(=O)NC(=O)Nc1nc(C)cc(C)n1
assay / compound,25,26,27,28,29,30,31,32
PAFAH1B2 inh,1,2,3,7,0,0,·,2
pPAFAH inh,-3,7,3,2,1,0,2,5
LYPLA1 inh,0,3,-3,-2,-3,1,-4,1
PAFAH1B3 FP inh,-3,-3,3,-6,7,2,·,4
GSTO1 inh,4,-3,3,-6,2,2,4,-1
LYPLA2 counter,-2,9,-5,0,6,8,-4,-4
PREPL inhibitor,6,4,2,7,4,1,2,5
PAD4 FP inh,1,0,-4,0,-2,-1,-4,-1
PME-1 primary,-2,1,3,3,-4,2,-5,-6

33: CC(NC(=O)C1CCCN1S(=O)(=O)c1ccc2c(c1)n(C)c(=O)c(=O)n2C)c1ccccc1 (centres undefined)
34: Cc1cccc(-c2cc3nc4c(c(NCc5ccco5)n3n2)CCCC4)c1
35: Cc1[nH]c2ccccc2c1C(=O)COC(=O)c1ccc2c(=O)n3c(nc2c1)CCC3
36: CCc1ccc(-c2cc(C(=O)Nn3cnnc3)c3ccccc3n2)cc1
37: O=C(/C=C/c1ccco1)NCC1OCCc2ccccc21 (centres undefined)
38: C[C@H]1COC(=O)[C@H](CC(=O)OC(C)(C)C)C/C=C\C[C@@H](CC(=O)N(CCO)Cc2ccccc2)C(=O)N1
39: CCSc1nnc(NC(=O)CSc2nnc(CNC(=O)c3cc(OC)c(OC)c(OC)c3)o2)s1
40: Cc1ccccc1C(=O)c1c[nH]c(C(=O)NCc2cccs2)c1
assay / compound,33,34,35,36,37,38,39,40
PAFAH1B2 inh,0,1,0,72*,0,10,3,-2
pPAFAH inh,3,4,-1,-4,21,-1,2,5
LYPLA1 inh,-2,-3,-12,-1,-4,·,0,-1
PAFAH1B3 FP inh,7,12,1,5,3,5,1,1
GSTO1 inh,-2,3,3,-3,0,·,13,-3
LYPLA2 counter,2,-5,0,2,-4,·,-2,-2
PREPL inhibitor,1,28,-11,19,1,6,2,-4
PAD4 FP inh,2,-3,0,-3,-1,-1,1,-6
PME-1 primary,-3,-9,-1,-2,-9,·,-5,1

41: O=C1CCC(=O)N1c1cccc(-c2nc3ccccc3o2)c1
42: CCCC(CCC(=O)Nc1cc([N+](=O)[O-])ccc1O)C(=O)O (centres undefined)
43: O=C(CSc1nc(O)c(Cc2ccccc2)c(=O)[nH]1)c1ccccc1
44: O=C(/C=C/c1ccccc1)Nc1ccc(S(=O)(=O)N2CCOCC2)cc1
45: Cc1cc(-c2nn(C)c(=O)c3ccccc23)ccc1CNC(=O)NC1CCCCC1
46: CC(=O)CCN1C(=O)NC2(CCCc3ccccc32)C1=O (centres undefined)
47: c1ccc(CSc2nnc3c(n2)OC(c2ccco2)Nc2ccccc2-3)cc1 (centres undefined)
48: O=C(Cc1ccc([N+](=O)[O-])cc1)NC(C(=O)O)C(O)c1cccc([N+](=O)[O-])c1 (centres undefined)
assay / compound,41,42,43,44,45,46,47,48
PAFAH1B2 inh,3,-7,6,2,9,-7,6,1
pPAFAH inh,2,-3,3,-4,-1,5,26*,5
LYPLA1 inh,-1,0,0,-4,-1,0,-2,-2
PAFAH1B3 FP inh,0,-1,7,4,6,13,0,6
GSTO1 inh,2,6,6,-8,7,1,-9,5
LYPLA2 counter,0,-2,0,3,-3,-1,1,3
PREPL inhibitor,-22,-7,-4,8,-2,-6,33,-10
PAD4 FP inh,1,-5,-4,-1,-5,4,-2,-2
PME-1 primary,-1,-4,1,-4,-2,0,-1,-1

49: CN(Cc1ccc2c(c1)OCCO2)C(=O)CSc1ncnc2sccc12
50: C/C(=N\Nc1nc(C(C)(C)C)cs1)c1ccc(O)cc1
51: Nc1ccc(C(=O)OCc2csc(-c3ccccc3)n2)cc1[N+](=O)[O-]
52: C=CCN(CC=C)S(=O)(=O)c1ccc(C(=O)Nc2sc3c(c2C(N)=O)CCCCC3)cc1
53: COc1ccc2c(c1)[nH]c1c(=O)n(N)cnc12
54: Cc1cc(C(=O)N2CCc3ccccc3C2)no1
55: CC(NC(=O)C1CCCN(S(=O)(=O)c2cccc3nonc23)C1)c1ccccc1 (centres undefined)
56: CC1CC1C(=O)OCC(=O)NCc1ccc(Cl)cc1 (centres undefined)
assay / compound,49,50,51,52,53,54,55,56
PAFAH1B2 inh,-5,-4,-2,-2,-4,-1,5,6
pPAFAH inh,6,11,-3,3,2,2,22,7
LYPLA1 inh,·,2,4,-3,3,2,-2,3
PAFAH1B3 FP inh,1,0,-8,6,2,2,3,1
GSTO1 inh,·,7,-3,2,2,3,4,7
LYPLA2 counter,·,6,5,-3,-2,8,5,2
PREPL inhibitor,1,4,-11,4,10,13,12,19
PAD4 FP inh,-3,-4,0,-2,1,-7,-2,-2
PME-1 primary,·,2,-1,2,4,6,3,5

Gathered by group, the entries above containing bromine
7: COCCn1c(-c2ccc(Br)cc2)csc1=Nc1cccnc1
16: CCC1CCC(c2nnc(-c3ccc(Br)cc3)o2)CC1 (centres undefined)
32: COc1c(Cl)cc(Br)c(OC)c1C(=O)NC(=O)Nc1nc(C)cc(C)n1
assay / compound,7,16,32
PAFAH1B2 inh,4,0,2
pPAFAH inh,4,4,5
LYPLA1 inh,3,-2,1
PAFAH1B3 FP inh,7,3,4
GSTO1 inh,-13,3,-1
LYPLA2 counter,-2,4,-4
PREPL inhibitor,48*,-4,5
PAD4 FP inh,-5,-1,-1
PME-1 primary,-7,6,-6

(continued)
57: COc1ccc(NC(=O)C2C(c3ccccc3)C2(Cl)Cl)cc1 (centres undefined)
58: COc1ccc(CCNC(=S)N2CCC(C(=O)c3ccc(F)cc3)CC2)cc1OC
59: N=c1n(CCO)c2ccccc2n1CCN1CCCCC1
60: CCCOc1cc(N(CC)CC)ccc1/C=C(/C#N)c1nc2ccc(C)cc2[nH]1
61: O=C(c1cnn(C(=O)c2ccco2)c1)c1ccccc1O
assay / compound,57,58,59,60,61
PAFAH1B2 inh,11,6,3,-4,5
pPAFAH inh,3,7,-5,19,2
LYPLA1 inh,-1,6,-1,-9,·
PAFAH1B3 FP inh,3,3,1,3,12
GSTO1 inh,-2,1,1,-15,·
LYPLA2 counter,-2,27*,-7,-17,·
PREPL inhibitor,-1,1,4,17,6
PAD4 FP inh,-1,4,7,-12,0
PME-1 primary,2,-6,-1,15,·
